# LGR2 inh = inhibitors of bursicon-induced Drosophila LGR2 receptor cAMP signaling; HEK293 LGR2, CRE-luciferase, bursicon-stimulated, 4 h; inhibition, % at 9.99 µM; 0.35% of 380,000 active; AID 720647;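 active means drop in luminescence signal, shown as inhibition above about 50% in the replicate tests, limit read from the data, passing the limit was not always enough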;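 further: agonist challenge used bursicon conditioned medium at about half maximal strength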
# Casp6 inh = caspase-6 (human) enzyme inhibition; AID 686996; 0.53% of 350,000 active; P55212; purified caspase-6, Z-VEID-R110 cleavage fluorescence; inhibition, % at 12.5 µM;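 active means mean inhibition across replicates at least about 35%, with every replicate also reaching that limit, limit read from the data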;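 further: 0% = median of neutral control wells and 100% = no fluorescence left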
# Target sequence (P55212 24-179 limits assumed): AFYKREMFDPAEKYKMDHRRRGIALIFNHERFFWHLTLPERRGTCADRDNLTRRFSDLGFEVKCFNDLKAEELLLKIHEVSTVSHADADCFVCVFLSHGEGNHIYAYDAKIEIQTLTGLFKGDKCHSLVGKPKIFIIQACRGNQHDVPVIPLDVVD
# Target sequence (P55212 194-293 limits assumed): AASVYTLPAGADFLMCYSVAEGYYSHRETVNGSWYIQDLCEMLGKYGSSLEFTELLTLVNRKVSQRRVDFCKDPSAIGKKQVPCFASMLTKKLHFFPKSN
# Cneo AK release = Cryptococcus neoformans lysis via adenylate kinase release. lysis activity, % at 15 µM. 0.2% of 360,000 active. C. neoformans lysis, adenylate kinase release luminescence, 4 h; normalised: neutral wells 0, clomiphene wells 100;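 active means mean lysis activity across replicates of at least 80%, whatever share of replicates individually reach that level; inactive means mean lysis activity below 80%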
#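 read-out = cell lysis signal | test system = log-phase Cryptococcus neoformans yeast cells | input = cells at 5 × 10^6 per mL | medium = fresh YPD growth medium | signal = luminescent adenylate kinase detection reagent | timing = 4 h at 37 °C static, read 1 h later | dosing = single dose | controls = Clomiphene as positive lysis control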
# PAX8 reporter = PAX8 transcriptional activity inhibition. RMG-I TPO-luciferase reporter, SteadyGlo, 24 h. inhibition, % at 12.6 µM. 1.2% of 360,000 active;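 active means mean replicate inhibition at least 60% with every replicate also reaching 60%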;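 further: luciferase light reporting Pax8 driven TPO promoter activity; plate controls were median of neutral control wells for no effect and mitoxantrone controls for full effect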
# FN deposition inh = fibronectin deposition inhibition | inhibition, % at 12.6 µM | 0.086% of 350,000 active | AH1F fibroblasts, Alexa488-fibronectin deposition fluorescence, overnight;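 active means mean inhibition across replicates of 30% or more, regardless of how many single replicates reach that level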;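 further: positive control wells lacked labelled fibronectin entirely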
#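 Material – AH1F fibroblast monolayer, labelled fibronectin deposition · Reagent – labelled fibronectin 24 nM · Timing – 1 h adhesion, overnight exposure · Measured by – fluorescence at 485 nm excitation, 525 nm emission · Read-out – inhibition of fibronectin deposition signal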
# miR122 inh = blocks miR-122 activity in Huh7 sensor cells. Huh7 miR-122 Renilla luciferase sensor, 48 h; neutral wells = 0, positive control = 100. AID 602342. activation (reporter increase), % at 12.5 µM. 0.3% of 340,000 active;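 active means mean replicate activation score at least 90 and every replicate individually at or above 90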;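 further: higher luciferase means less miR-122 activity so hits act as miR-122 inhibitors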
# PGC1a acetyl inh = lowers PGC1a acetylation signal in U2OS cells; 0.17% of 350,000 active; inhibition, % at 15.6 µM; AID 651687; AlphaScreen anti-acetyl-lysine; with virally co-expressed GCN5 acetyltransferase;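 active means every replicate shows inhibition of at least 40%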;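 further: 0% = neutral control wells and 100% = positive control wells; some results beyond the cut were filed as inactive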
# EWS-Fli inh = EWS/Fli transcriptional activity inhibition; A673 NR0B1-luciferase reporter, viability-normalised; inhibition, % at 12.6 µM; 0.67% of 350,000 active;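 active means mean inhibition of at least 50% after viability correction, with every replicate also passing that limit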;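 further: firefly luciferase signal divided by Alamar Blue viability fluorescence both relative to DMSO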
# * hit, by the source's call; / = not tested or not shown; [ ] = remark or other dose.
# Values run as follows: LGR2 inh, Casp6 inh, Cneo AK release, PAX8 reporter, FN deposition inh, miR122 inh, PGC1a acetyl inh, EWS-Fli inh
O=C(C[C@H]1C[C@H]2c3cc(NS(=O)(=O)c4ccc(F)cc4)ccc3O[C@H]2[C@@H](CO)O1)NCCc1ccccc1
→ 13.2, 0.0, 1.8, 9.5, /, 12.8[16.7 µM], -14.9, 5.8
O=C(CN1CCN(S(=O)(=O)c2ccccc2)CC1)Nc1ccc([N+](=O)[O-])cc1
→ 8.6, 0.9, /, 2.1, 2.5, /, /, 5.7
CC(C)NC(=O)N(C)C[C@H]1Oc2ccc(NC(=O)c3ccncc3)cc2C(=O)N([C@@H](C)CO)C[C@H]1C
→ 0.1, -0.9, 2.3, -18.0, 2.9, -5.4[16.7 µM], 4.9, -12.2
CO[C@@H]1CN(C)C(=O)c2ccc(NS(=O)(=O)CC(F)(F)F)cc2OC[C@H](C)N(C(=O)c2ccc3c(c2)OCO3)C[C@H]1C
→ 7.2, 1.2, -7.6, -25.5, -13.2, /, -1.7, -14.3
Cc1ccc(C(=O)N2CCN(c3ccc(NC(=O)c4cccnc4)cc3)CC2)cc1
→ /, /, 0.9, 0.8, -5.0, -4.3, -15.8, /
COc1cc2c(cc1OC)C(c1cccs1)N(C(=O)c1ccncc1)CC2 (configuration not stated)
→ -3.7, 6.9, /, 17.8, -4.0, /, /, 13.6
C[C@@H]1CN([C@H](C)CO)C(=O)c2cc(C#Cc3cccc(F)c3)cnc2O[C@H]1CN(C)C(=O)C1CC1
→ 9.5, -0.9, 0.0, /, /, -3.1[16.7 µM], 3.3, -1.8
CCCOCC(O)CCc1n[nH]c(=S)n1-c1ccccc1 (configuration not stated)
→ 25.9, -2.0, /, -1.6, 9.4, 2.5, 8.6, 2.3
COc1ccc(NC(=O)CSc2nc(C3CC3)nc3ccccc23)c(OC)c1
→ 21.4, 4.6, 1.5, 18.7, 0.9, 5.1, 9.9, 13.6
C[C@@H]1CN([C@@H](C)CO)C(=O)c2cc(NC(=O)c3ccncc3)ccc2O[C@@H](C)CCCCO[C@H]1CN(C)C(=O)NC1CCCCC1
→ -2.6, -1.5, 1.6, 20.7, /, -0.6[16.7 µM], 0.4, 4.3
COc1ccc(OC)c(S(=O)(=O)NC(C)CCc2ccccc2)c1 (configuration not stated)
→ 5.5, -1.2, 0.6, 8.3, 18.9, 85.9, 0.5, 0.7
Nc1nc(N)nc(-c2ccc([N+](=O)[O-])o2)n1
→ -15.0, 2.1, /, -35.2, -1.8, -7.2, 12.4, 4.4
C[C@H](CO)N1C[C@H](C)[C@@H](CN(C)Cc2cncnc2)Oc2ncc(-c3cccc(F)c3)cc2C1=O
→ -7.2, -1.9, -3.8, /, -17.2, -5.9[16.7 µM], 9.2, -2.6
Nn1c(SCc2cccc(F)c2)nnc1-c1ccncc1
→ 0.8, 0.3, -1.9, 20.9, -4.6, -10.7, 25.3, 6.4
CC(C)(C)C(=O)Nc1nc2cc3c(cc2s1)OCO3
→ -81.1, -2.6, /, -103.3, -2.4, -12.0, -6.5, -67.3
COc1cccc(NC(=O)N[C@H]2C=C[C@@H](CC(=O)NCc3ccccn3)O[C@H]2CO)c1
→ 4.9, 3.0, 6.1, -4.2, /, /, -2.0, -5.3
CCOC(=O)C1=NN(c2ccccc2)C(=O)C1
→ 8.4, -1.4, /, 13.3, 1.2, /, /, -4.7
CC(O)(c1ccccc1)c1nc(/C=C/c2ccccc2)cs1 (configuration not stated)
→ -24.5, 2.4, 1.3, -15.1, -2.0, 2.0, -14.8, -30.9
C[C@@H]1CN([C@@H](C)CO)C(=O)c2cc(C#C[C@@H](C)O)cnc2O[C@H]1CN(C)Cc1cncnc1
→ -15.4, 4.3, -1.9, -7.8, /, -2.7[16.7 µM], 3.1, -4.8
CC(=O)O[C@H]1CC[C@@]2(C)C(CCC3C2CC[C@]2(C)OC(=O)CCC32)C1 (some centres not stated)
→ /, /, -0.8, -3.5, -5.3, -0.4, 8.6, /

# The closing five compounds of the part above open the next one:
# Values run as follows: LGR2 inh, Casp6 inh, Cneo AK release, PAX8 reporter, FN deposition inh, miR122 inh, PGC1a acetyl inh, EWS-Fli inh
COc1cccc(NC(=O)N[C@H]2C=C[C@@H](CC(=O)NCc3ccccn3)O[C@H]2CO)c1
→ 4.9, 3.0, 6.1, -4.2, /, /, -2.0, -5.3
CCOC(=O)C1=NN(c2ccccc2)C(=O)C1
→ 8.4, -1.4, /, 13.3, 1.2, /, /, -4.7
CC(O)(c1ccccc1)c1nc(/C=C/c2ccccc2)cs1 (configuration not stated)
→ -24.5, 2.4, 1.3, -15.1, -2.0, 2.0, -14.8, -30.9
C[C@@H]1CN([C@@H](C)CO)C(=O)c2cc(C#C[C@@H](C)O)cnc2O[C@H]1CN(C)Cc1cncnc1
→ -15.4, 4.3, -1.9, -7.8, /, -2.7[16.7 µM], 3.1, -4.8
CC(=O)O[C@H]1CC[C@@]2(C)C(CCC3C2CC[C@]2(C)OC(=O)CCC32)C1 (some centres not stated)
→ /, /, -0.8, -3.5, -5.3, -0.4, 8.6, /
O=C1c2ccccc2C(=O)N1C(CO)C(O)c1ccc([N+](=O)[O-])cc1 (configuration not stated)
→ 10.6, /, 1.7, 30.1, -1.6, -6.5, 1.1, 1.0
N#Cc1ccc2nc(-c3ccc(CN4CCC(c5nc6ccccc6[nH]5)CC4)cc3)c(-c3ccccc3)nc2c1
→ 15.6, 0.6, /, 78.3*, 22.8, /, /, 18.3
Cc1noc(C)c1NC(=O)Nc1ccc2c(c1)C(=O)N([C@@H](C)CO)C[C@H](C)[C@H](CN(C)Cc1ccc(C(F)(F)F)cc1)OCCCC[C@H](C)O2
→ -12.0, 0.0, 0.7, 0.7, /, -10.9[16.7 µM], 11.1, 18.0
O=C(Cc1ccccc1)Nc1ccc(N2CCOCC2)cc1N1CCOCC1
→ /, /, -0.9, /, 3.4, -0.6, 2.7, /
CC(C)c1ccccc1NC(=O)Nc1nnc([C@H]2C[C@H](O)[C@@H](CO)O2)s1
→ -0.4, 1.0, -0.3, -16.7, -0.9, -2.0, -27.8, -0.6
O=C(CCN1C(=O)c2cccc3cccc(c23)C1=O)NCC1CCCO1 (configuration not stated)
→ 40.1, 6.9, 2.9, 16.4, 1.8, -1.8, 4.3, -6.1
Cc1cccc(S(=O)(=O)N2CCCCN3[C@H](C2)[C@H](c2ccc(C#C[C@H](C)O)cc2)[C@@H]3CO)c1
→ -3.6, 1.4, -1.4, 46.5, /, 10.3[16.7 µM], -0.7, 10.9
CCN(CC(=O)Nc1c(C(=O)OC)[nH]c2ccc(C)cc12)c1ccc2c(c1)OCO2
→ /, /, -3.6, /, 8.5, 15.4, 6.0, /
S=c1[nH]ccn1-c1ccc(Cl)cc1
→ -12.7, 2.2, -0.7, -9.4, -8.6, -2.9, -0.3, 8.2
CC(=O)N1N=C(c2cccc([N+](=O)[O-])c2)OC1c1cccc(Br)c1 (configuration not stated)
→ -7.6, -4.2, 0.4, -25.2, 3.8, -4.6, 7.0, 0.3
COC(=O)NC(=S)N1CCOCC1
→ -22.8, /, -0.2, 0.7, -3.5, 2.7, -6.3, /
COc1ccc2[nH]c3c(c2c1)CCN1C(=O)C(CC(=O)NCC24CC5CC(CC(C5)C2)C4)C[C@H](C(=O)N2CCCCC2)[C@@]31C (some centres not stated)
→ -14.5, 0.5, 2.4, 21.1, 3.6, /, /, 2.9
O=C(C[C@H]1C[C@H]2c3cc(NC(=O)Nc4ccccc4F)ccc3O[C@H]2[C@@H](CO)O1)NCc1ccc2c(c1)OCO2
→ -5.1, 2.6, 8.0, 0.8, /, 0.4[16.7 µM], -0.3, -0.4
CCc1ccc(NC(=O)C(=O)NCC(O)c2ccccc2)cc1 (configuration not stated)
→ 39.8, 2.2, /, -7.8, 0.5, /, /, -6.3
Cc1ccc(S(=O)(=O)N2CCN(C(=O)c3n[nH]c(=O)c4ccccc34)CC2)c(C)c1
→ 11.0, 2.9, 2.4, 6.4, -3.6, /, /, 8.8
CCOC(=O)C1CCN(C(=O)CCS(=O)(=O)c2ccc3c(c2)n(C)c(=O)c(=O)n3C)CC1
→ 38.9, -0.7, -1.6, 10.2, -5.2, 0.6, /, -6.6
COc1ccc(/C=C2/CSC/C(=C/c3ccc(OC)c(OC)c3)C2=O)cc1OC
→ 25.7, 4.3, /, 38.4, 9.6, -16.9, -36.5, 65.7*
O=C(NCCN1CCN(C(=O)c2cccc(OC(F)F)c2)CC1)c1cccc(OC(F)F)c1
→ -3.8, 0.3, 2.0, /, 4.6, -4.3, 15.1, 10.5
O=C(Nc1ccccc1F)c1ccc(-c2cccc([N+](=O)[O-])c2)o1
→ -63.7, -1.5, -9.4, -129.9, -3.4, /, /, -138.4
O=C(Nc1nncs1)c1c(F)c(F)c(F)c(F)c1F
→ /, /, 3.4, -1.0, 8.5, -4.1, 0.6, /
COc1cccc(CN2[C@H](CO)[C@@H](c3ccccc3)C23CN(C(=O)C2CCCC2)C3)c1
→ 2.8, 0.5, /, /, -1.9, /, -9.5, /
C[C@@H]1CCCCO[C@@H](CN(C)C(=O)Nc2ccccc2)[C@H](C)CN([C@H](C)CO)C(=O)c2cc(NC(=O)C3CCCCC3)ccc2O1
→ /, 1.7, -3.8, 12.6, /, -8.4[16.7 µM], -4.8, 3.2
C[C@@H]1CN([C@H](C)CO)C(=O)c2cc(NS(C)(=O)=O)ccc2O[C@H]1CN(C)Cc1ccncc1
→ -3.9, 1.8, -4.0, -6.1, /, -0.3[16.7 µM], 14.2, -0.4
CCc1ccc(OCc2nnc(SCC(=O)NC3CCCCC3)o2)cc1
→ -22.8, 1.8, -1.4, -17.7, 12.5, /, /, -65.5
Cc1ccc(C(=O)OCC(=O)N2CC(C)CC(C)C2)cc1S(=O)(=O)N1CCCCC1 (configuration not stated)
→ 7.2, -0.7, 0.7, -3.7, -6.1, 1.3, -1.6, 3.7
CN(C)CC(C)(C)CNC(=O)c1cc(=O)c2ccccc2o1
→ /, /, 1.9, -0.8, 2.4, 9.0, 10.4, /
Cc1ccc(S(=O)(=O)N(C)C[C@H]2OCCCC[C@H](C)Oc3ccc(NC(=O)CCC(F)(F)F)cc3C(=O)N([C@@H](C)CO)C[C@@H]2C)cc1
→ -8.3, -4.4, 13.6, -3.4, -3.8, 0.7[16.7 µM], -4.9, -1.0
Cc1cc(=S)cc(C)n1CCCO
→ /, /, -0.3, /, -9.2, -8.2, 5.3, /
CC(=O)c1ccc(NC(=O)C(C)OC(=O)c2ccc3c(c2)nc(C)n3-c2ccccc2)cc1 (configuration not stated)
→ -5.7, -1.7, /, -65.2, -9.9, /, /, -17.0
CCNC(=O)c1cc2c(c(-c3cccc(-c4ccncc4)c3)n1)[C@@H](CCO)N(S(=O)(=O)CC)C2
→ -10.5, 0.2, /, -6.5, 0.2, /, 3.5, 26.0
C=Cn1cc[n+](CC(=O)c2ccc(Cl)cc2)c1
→ 0.9, -8.6, -0.1, -10.0, -4.1, -6.4, /, -5.7
NS(=O)(=O)c1ccc(CCNc2nc(CN3CCCCC3)nc3sc4c(c23)CCC4)cc1
→ 8.9, 1.7, -2.2, /, /, -3.8, -3.0, 20.6
O=C(Nc1ccc(N2CCOCC2)cc1N1CCOCC1)c1ccc(Br)cc1
→ 8.7, -7.6, 2.8, 13.9, 0.3, -6.5, -0.7, 9.2
C[C@@H]1CN([C@H](C)CO)C(=O)c2cc(N(C)C)ccc2O[C@@H](C)CCCCO[C@H]1CN(C)C(=O)Cc1ccccc1
→ 8.9, -0.8, 43.3, 19.4, -6.7, -3.4[16.7 µM], -119.4, 3.5
CC(C)N(C(=O)C[n+]1ccsc1N)c1ccccc1
→ 3.4, 1.3, 1.7, -4.4, -3.7, -3.0, 9.6, -4.5

# Assay outcomes deposited in PubChem by Broad Institute.
